Lipid storage S3 = qHTS Assay for Lipid Storage Modulators in Drosophila S3 Cells; Drosophila S3 cells, BODIPY lipid droplet fluorescence, 18-24 h; cells fed with added oleic acid; lipid storage change, negative = inhibition, % at the top dose, mostly 46.1 µM; hits show Potency in µM; hit rate 0.64% among 320,000; AID 2685; active = well fitted inhibition curve with a large enough effect in the signal ratio, with a control signal flat, not every such curve was filed as active; the % refers to the signal ratio
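Laser-scanning cytometry quantifies lipid droplet accumulation (500–530 nm total intensity; droplet/cell object ratio) in oleic acid-fed (400 uM added) Drosophila S3 cells treated with a concentration series. 20 uM Triacsin C defined 100% inhibition.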
Lipid storage S3 cell count max = second read-out of Lipid storage S3, no call of its own (marks repeat the call); cell number change, %; measured here: cell count max response;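 cells counted by Cell Tracker Red CMTPX staining in the red channel; peak over a dose series mostly up to 46.1 µM; percent activity relative to internal control wells on each plate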
An asterisk follows results filed as active. % is set by controls: 0 for no effect and ±100 for the full control effect; potency is the fitted concentration of half-maximal effect.

SMILES | Lipid storage S3 | Lipid storage S3 cell count max
CC[C@@H]1C(=O)OC[C@@H]1Cc1cncn1C | 7% | 15

Source: PubChem BioAssay

The list is partial. The share of hits here may be higher or lower than overall.
